Assay outcomes (PubChem)
ALDH1A1 inh = blocks purified human ALDH1A1 activity; Purified ALDH1A1, NADH fluorescence, propionaldehyde substrate; Potency, µM (titrated, usually from 75.3 µM), without a hit: at the top dose activity, negative = inhibition, hits mostly inhibitors; hit rate 7.3% among 220,000; AID 1030; active = well fitted inhibition curve with a large enough effect, not every such curve was filed as active; inconclusive = small, poorly fitted or top-dose-only effect, or another doubt; inactive = no such curve, though single readings can be large or run the other way;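 also: plate controls were no enzyme wells and a reference inhibitor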
Target sequence (P00352 whole entry, looked up): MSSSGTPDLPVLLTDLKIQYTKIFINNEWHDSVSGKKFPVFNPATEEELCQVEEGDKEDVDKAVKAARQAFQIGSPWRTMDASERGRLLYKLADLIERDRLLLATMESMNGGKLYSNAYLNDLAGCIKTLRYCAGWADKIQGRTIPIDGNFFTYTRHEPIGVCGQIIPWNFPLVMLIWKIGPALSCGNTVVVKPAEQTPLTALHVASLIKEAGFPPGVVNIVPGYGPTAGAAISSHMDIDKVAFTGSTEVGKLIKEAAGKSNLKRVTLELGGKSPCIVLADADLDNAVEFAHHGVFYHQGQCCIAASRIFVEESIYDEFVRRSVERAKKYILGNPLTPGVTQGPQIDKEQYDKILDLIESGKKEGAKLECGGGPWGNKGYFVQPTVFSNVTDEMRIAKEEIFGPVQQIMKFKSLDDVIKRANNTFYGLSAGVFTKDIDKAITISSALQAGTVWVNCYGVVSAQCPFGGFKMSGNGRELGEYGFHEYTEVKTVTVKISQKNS
HttQ103 aggreg = mutant huntingtin aggregation inhibition. hit rate 1.1% among 220,000. Potency, µM (titrated, usually from 46.1 µM), inactives show at the top dose activity change, negative = inhibition, most hits filed as inhibitors. PC12 HttQ103-GFP aggregates, Acumen cytometry, 40 h; also: % is scaled to controls: 0 for no effect and ±100 for the full control effect; nearly all actives have a fitted effect of over 60% in size
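Steps: seed 1500 PC12 HTTQ103-GFP cells/well; add tebufenozide, 100 nM final; add compound titration; add ATPLite reagent; quantify GFP aggregates by laser scanning cytometry.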
JMJD2E inh = JMJD2E (human) inhibition; B2RXH2; JMJD2E catalytic domain, FDH-coupled NADH fluorescence (FDH is formaldehyde dehydrogenase); Potency, µM (highest dose often 57.1 µM), without a hit: top-dose activity change, negative = inhibition, actives largely listed as inhibitors; hit rate 1.6% among 230,000; active = well fitted inhibition curve with a large enough effect, not every such curve was filed as active; inconclusive = small, poorly fitted or top-dose-only effect, or another doubt; inactive = no such curve, though single readings can be large or run the other way;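 also: 0% = wells with enzyme and -100% = buffer wells without enzyme; nearly all actives have a fitted effect of over 50% in size; many of its hits are not listed in these tables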
Target sequence (B2RXH2 1-337 limits assumed): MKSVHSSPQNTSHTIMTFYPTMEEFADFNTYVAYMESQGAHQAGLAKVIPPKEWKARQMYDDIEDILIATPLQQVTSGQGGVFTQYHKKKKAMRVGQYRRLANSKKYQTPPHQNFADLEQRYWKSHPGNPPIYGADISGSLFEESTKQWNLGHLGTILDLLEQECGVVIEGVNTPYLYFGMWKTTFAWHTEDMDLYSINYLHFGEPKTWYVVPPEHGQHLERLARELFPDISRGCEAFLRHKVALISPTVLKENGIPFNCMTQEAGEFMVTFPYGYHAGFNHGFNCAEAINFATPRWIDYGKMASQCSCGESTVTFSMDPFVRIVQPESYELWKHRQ
SMN2 splice up = enhancers of SMN2 splice variant expression | HEK293 SMN2-luciferase splicing reporter, luminescence, 30-36 h | Potency, µM (series often up to 46.1 µM), for the others: at the highest dose activity change, positive = activation, actives largely listed as activators | hit rate 2.8% among 210,000 | AID 1458; also: % of control where 0% means no effect; nearly all actives have a fitted effect of over 55% in size
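HEK293 cells carry an SMN2 […]–luciferase reporter in which exon 7 inclusion puts luciferase in frame. Cells were plated 10-12 h before compound addition, then incubated 30-36 h at 37C. ONE-Glo luminescence was read; sodium butyrate at 4.5 mM final served as control.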
Tau fibril ThT = blocks human tau fibril formation measured by thioflavin T; hit rate 2.1% among 270,000; Potency, µM (top dose mostly 57.4 µM), without a hit: top-dose activity, negative = inhibition, actives largely listed as inhibitors; recombinant tau K18 P301L, heparin-induced fibrillization, ThT fluorescence; P10636; also: % is scaled to controls: 0 for no effect and ±100 for the full control effect; nearly all actives have a fitted effect of over 55% in size
Target sequence (P10636 561-689 P618L limits assumed): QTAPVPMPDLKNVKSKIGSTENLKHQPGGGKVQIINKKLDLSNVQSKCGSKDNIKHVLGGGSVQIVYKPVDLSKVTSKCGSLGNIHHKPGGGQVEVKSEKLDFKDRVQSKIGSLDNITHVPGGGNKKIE
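Fibril formation assay: tau K18 P301L at 15 uM with trace Alexa 594 label, heparin inducer 20 uM, pH 7 sodium acetate buffer, 37 C for 6 hr; endpoint ThT signal.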
Tau fluor cs = counter-screen for tau fibril formation inhibitors. tau K18 P301L Alexa594 fluorescence, heparin fibrillization. hit rate 0.93% among 280,000. Potency, µM (series often up to 57.7 µM), without a hit: at the top dose activity change, negative = decrease; also: % is scaled to controls: 0 for no effect and ±100 for the full control effect; nearly all actives have a fitted effect of over 55% in size
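Human tau K18 P301L (15 uM unlabeled, 0.24 uM Alexa 594-labeled) in 100 mM sodium acetate pH 7 with 20 uM heparin, 6 hr at 37 C. ThT 30 uM added, 1 hr ambient; Alexa 594 FP and total fluorescence read at 555/632 nm.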
HTT cytoprotect = protects HTT-Q103 PC12 cells, measured by ATP; PC12 HTT-Q103 induced, cytoprotection, ATP luminescence, 40 h; Potency, µM (top dose mostly 56.4 µM), for inactives: cytoprotection (ATP increase), hits mostly activators; hit rate 0.14% among 230,000; AID 1471;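 also: % of control where 0% means no effect; nearly all actives have a fitted effect of over 45% in size; toxic huntingtin expression switched on by the ecdysone agonist tebufenozide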
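Quantitative HTS on tebufenozide-induced (100 nM) PC12 cells expressing HTTQ103 exon 1–GFP; compounds tested as a concentration series; survival measured via cellular ATP.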
Tau fibril FP = tau fibrillization inhibition (FP). hit rate 0.39% among 280,000. Potency, µM (doses to about 57.7 µM), without a hit: at the highest dose activity, negative = inhibition, most hits filed as inhibitors. P10636. AID 1468. K18 P301L tau heparin fibrillization, Alexa594 FP, 6 h; also: % is scaled to controls: 0 for no effect and ±100 for the full control effect; nearly all actives have a fitted effect of over 55% in size
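K18 P301L tau (15 uM unlabeled/0.24 uM Alexa 594-labeled, final) + compound + heparin 20 uM final; 100 mM NaOAc pH 7; 6 hr 37 C; ThT 30 uM final added, 1 hr RT; FP ex 555/em 632 nm.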
* hit, by the source's call; ? = inconclusive; nt = no result given; & = joins results of further samples; [ ] = remark or other dose. Unless noted, calls follow the shape of the dose curve; as a rule, active = well fitted curve in the direction sought with a large enough effect; inconclusive = small, poorly fitted or top-dose-only effect, or another doubt; inactive = no such curve, though single readings can be large; an effect the other way counts as inactive or inconclusive. Potency is read from the fitted curve at half-maximal effect. These rows are one share of the data (hit frequency here may not be typical).

Below each SMILES: ALDH1A1 inh	HttQ103 aggreg	JMJD2E inh	SMN2 splice up	Tau fibril ThT	Tau fluor cs	HTT cytoprotect	Tau fibril FP
CCOC(=O)CNc1cccc(C(F)(F)F)c1
    -7.2%	5.5%	4.2%	12.7%	2.3%	0.7%	2.7%	6.6%
COc1ccc(NC(=S)N(CCN(C)C)Cc2cccs2)cc1
    -2.5%	22.2%	4.3%	-0.6%	-7.0%	-7.0%	24.0%	1.5%
Cc1cc(=O)[nH]c(SCC(=O)Nc2ccccc2[N+](=O)[O-])n1
    nt	14.2%[9.22 µM]	-3.7%	nt	-15.8%	-14.8%	14.9%[10 µM]	-3.9%
Cc1ccc(S(=O)(=O)N2CCN(C(=O)N(C)C)CC2)cc1C
    ?	4.0%	7.8%	-20.0%	-9.6%	-5.3%	-7.0%	-0.3%
Cc1sc(NC(=O)c2ccco2)c(C(Nc2ccccn2)c2ccccc2)c1C (stereo unspecified)
    6.8%	0.0%	?	17.4%	-0.6%	0.4%	-5.4%[10 µM]	-4.4%
Cc1ccc(N(CN2CCCC2=O)C(=O)c2ccc(OC(C)C)cc2)cc1
    -4.2%	?	0.3%	-11.9%	-4.7%	3.0%	15.7%[10 µM]	-8.7%
OCCC1CN(Cc2cccc(OC3CCCC3)c2)CCN1Cc1ccsc1 (stereo unspecified)
    3.8%	-8.3%	-3.8%	nt	-12.6%	-2.2%	-10.2%	10.7%
N#Cc1ccc(CSc2nnc(Nc3ccccc3)s2)cc1
    -3.8%	-23.1%	1.2%	-21.8%	6.7%	-24.9%	-14.8%[10 µM]	-2.0%
O=C(Oc1ccc([N+](=O)[O-])cc1)c1ccc(Cl)c(S(=O)(=O)N2CCCCC2)c1
    12.6µM*	-3.5%	0.7%	-5.8%	?	-13.9%	24.3%[10 µM]	2.0%
Cc1cccc(N2CCN(Cc3cc(=O)n4ccsc4n3)CC2)c1C
    9.6%	16.0%	3.3%	-17.1%	-5.4%	-4.4%	1.7%	-0.6%
Cc1ccc(SCC(=O)n2nc(C)cc2C)cc1
    7.8%	1.3%	4.6%	-24.2%	5.3%	6.3%	3.9%[10 µM]	6.2%
COc1cccc2sc(Nc3nc(-c4ccncc4)cs3)nc12
    1.5%	-15.0%	10.4%	-5.3%	?	?	-75.5%[inhibitor]	-3.4%
CCCC(=O)Nc1ccc(Cl)c(NC(=O)c2ccc([N+](=O)[O-])cc2Cl)c1
    0.1%	-24.1%	-0.2%	-17.8%	?	-16.5%	-18.9%[10 µM]	0.2%
OC(CN1CCN(Cc2ccc3c(c2)OCO3)CC1)c1c[nH]c2ccccc12 (stereo unspecified)
    11.5%	?	1.0%	-11.8%	-6.8%	-0.9%	-70.6%[inhibitor]	1.7%
O=C(NNC(=O)c1ccc([N+](=O)[O-])cc1Cl)c1ccncc1
    6.6%	-10.6%	4.8%	-1.5%[1.84 µM]	-8.5%	-4.8%	16.1%[10 µM]	9.1%
Cc1cc(OC(=O)c2c(F)cc(F)cc2F)nc(C)n1
    14.8%	24.5%	3.6%	-2.2%	-11.9%	-8.1%	?	-8.0%
COc1ccc(N2CCN(C(=O)C3CCC(Cn4c(=S)[nH]c5ccccc5c4=O)CC3)CC2)cc1 (stereo unspecified)
    ?	?	1.6%	-81.1%[inhibitor]	-15.8%	?	-15.6%	?
O=c1c2ccsc2ncn1Cc1cccc(C(F)(F)F)c1
    13.3%	-6.5%	4.8%	-7.7%	-8.5%	-6.5%	-8.4%	-3.6%
O=C(C1CCN(S(=O)(=O)c2ccc(-n3cnnn3)cc2)CC1)N1CCN(c2ccccc2)CC1
    28.2µM*	0.8%	-3.3%	1.2%	-5.7%	-5.8%	-10.1%[10 µM]	1.0%
O=c1[nH]c(=S)[nH]c2sccc12
    ?	-5.6%	-13.1%	12.3%	-9.6%	-3.3%	-47.7%[inhibitor]	-4.0%
Cc1cccnc1CCNC(=O)CCc1nnc(CCc2ccccc2)o1
    -15.6%	7.5%	-0.6%	nt	-4.6%	-2.3%	?	0.5%
CC[n+]1ccc(C)c2cc(SC(F)(F)F)ccc21
    -14.9%	-19.5%	?	6.7%	?	-22.3%	-8.7%	9.5%
COc1ccc2c(c1OC)C(=O)N(c1ccc(C)cc1)C2=O
    0.2%	21.5%	7.7%	6.4%	-2.4%	-3.9%	-34.4%[inhibitor]	2.5%
COc1ccccc1N1CCN(C(=O)c2ccc(Nc3nc4ccccc4n4nnnc34)cc2)CC1
    nt	nt	nt	2.4%	-15.9%	?	nt	1.1%
Cn1c(COc2ccccc2C(C)(C)C)nc2ccccc21
    nt	nt	nt	0.1%	?	-15.4%	nt	-9.0%
CCn1c(SCCC(=O)Nc2ccccc2)nnc1-c1ccc(OC)cc1
    9.8%	-4.0%	3.1%	3.7%	-4.3%	2.0%	-12.5%[0.074 µM]	8.3%
Cc1ccc(N2CCN(C(=S)c3ccc(-c4cccc([N+](=O)[O-])c4)o3)CC2)cc1
    3.16µM*	-27.3%	?	-11.3%	?	?	-20.4%	2.4%
Nc1ccc2nc(SCc3cccc(F)c3)sc2c1
    -14.0%	1.8%	-5.4%	12.6µM*	?	?	-36.8%[inhibitor]	20.2%
O=C(COC(=O)c1cccnc1Cl)Nc1cc(S(=O)(=O)N2CCCCC2)ccc1Cl
    2.8%	3.3%	-1.4%	2.8%	5.9%	-18.7%	-28.6%	-7.9%
COc1cccc([C@H]2Oc3ccc(OC)cc3/C(=N\O[C@@H](C)c3cn([C@H](CO)Cc4ccccc4)nn3)[C@@H]2O)c1
    6.1%&-12.6%[13.5 µM]	nt	nt	nt	-6.3%&-1.6%[11.5 µM]	-10.5%&-14.9%[11.6 µM]	?	-1.4%&-11.5%[11.6 µM]
Cc1ccc(NC(=O)c2cccc(S(=O)(=O)N(C)c3ccccc3)c2)cc1S(=O)(=O)N1CCOCC1
    3.3%	-20.8%	?	-36.6%[inhibitor]	-8.0%	?	29.3%[10 µM]	-12.7%
CNC(=S)NNc1nc(C)cc(C)n1
    22.2%	1.9%	-17.9%	-5.9%	0.0%	2.3%	nt	-0.8%
COC(=O)Cn1c(=NC(=O)CSCC(=O)Nc2cc(C)on2)sc2cc(C(=O)OC)ccc21
    1.3%	-5.2%[9.22 µM]	-12.3%	nt	0.1%	0.5%	-16.1%[10 µM]	-12.5%
Cc1cccc(NC(=S)NC(NC(=O)OCc2ccccc2)C(Cl)(Cl)Cl)c1 (stereo unspecified)
    7.0%	?	3.5%	-37.5%[inhibitor]	8.0%	-23.5%	-33.7%	?
COc1cccc(CN(Cc2ccco2)C(c2ccc(F)cc2)c2nnnn2C(C)(C)C)c1 (stereo unspecified)
    ?	-21.8%	-3.9%	-68.7%[inhibitor]	-14.1%	-16.5%	-3.4%[10 µM]	5.2%
Cc1cc(Cl)ccc1NNC(=O)CCc1ccccc1
    -11.5%	10.5%[9.22 µM]	7.5%	nt	3.2%	-10.8%	-20.0%[10 µM]	-0.1%
Cc1ccc(C)c(CN2C(=O)c3ccccc3S(=O)(=O)c3ccc(C(=O)N4CCCC4)cc32)c1
    nt	nt	nt	5.1%	-4.7%	-11.5%	nt	1.6%
COc1ccc(NC(=O)CCSc2nnc(C)s2)cc1
    -6.4%	0.0%	0.4%	28.1%	1.0%	3.6%	5.7%	4.4%
Fc1ccccc1Oc1nc(-c2ccncc2)nc2ccccc12
    -0.8%	-3.0%[9.22 µM]	1.9%	nt	-8.4%	-11.4%	4.4%[10 µM]	-9.7%
Nc1c(-c2ccc(F)cc2)cnn1C1CCS(=O)(=O)C1 (stereo unspecified)
    8.6%	15.7%	-0.3%	-9.0%	-4.0%	0.3%	12.8%	1.6%
Cc1ccc(-n2c(CCc3ccccc3)nnc2SCC(=O)NCc2ccccc2)cc1C
    ?	-37.3%	0.1%	16.6%	?	-9.0%	-37.7%	2.9%
CC(C)(C)c1cc(C(=O)N/N=C/c2ccc(O)cc2)n(-c2ccccc2)n1
    ?	1.2%	-13.0%	-7.4%[1.84 µM]	?	?	5.7%[10 µM]	?
O=C(Nc1cccc(-c2nnc(-c3ccccc3)o2)c1)c1ccc(Br)o1
    -7.9%	-1.8%	-20.8%	0.5%	-11.7%	?	-66.4%[inhibitor]	?
Cc1ccc(N(CN2C(=O)C3CC=CCC3C2=O)C(=O)c2ccco2)cc1Cl (stereo unspecified)
    ?	-16.1%	-14.9%	-6.9%	-3.9%	-2.5%	-1.7%	-3.1%
O=C(NCCNS(=O)(=O)c1ccccc1Cl)c1cc(OCC(F)(F)F)ccc1OCC(F)(F)F
    ?	16.3%	4.2%	-9.0%	-4.1%	-8.4%	-9.4%	1.1%
O=C(Nc1ccccc1)Nc1ccccn1
    0.1%&0.5%	-13.7%	1.8%&-4.4%	14.1µM*	-2.8%&-0.3%	-3.7%&-9.0%	-31.0%	-2.8%&1.1%
CS(=O)(=O)c1ccc(Cl)c(NC(=O)Cc2ccccc2F)c1
    1.1%	6.6%[9.22 µM]	-2.8%	nt	-4.4%	-4.9%	13.5%[10 µM]	-11.0%
CC(C)OC(=O)c1nnc(-c2ccccc2)nc1OC(C)C
    -12.7%	7.5%	0.6%	-4.9%	-18.8%	-21.3%	5.3%[10 µM]	-8.7%
CCOC(=O)/C(=C/C=C1\Sc2cc(C)c(C)cc2N1CC)C(C)=O
    ?	-35.3%[9.22 µM]	-16.4%	nt	10µM*	-28.2%	-16.6%[10 µM]	7.9%
Cc1ccc(-n2nnnc2SCC(=O)NC2CCCc3ccccc32)cc1 (stereo unspecified)
    7.94µM*	-13.6%	3.5%	-11.5%	-15.7%	-17.6%	5.0%[10 µM]	-0.6%
Cc1cccc(N2CCN(S(C)(=O)=O)CC2)c1C
    17.0%	-8.2%	-0.4%	nt	-1.3%	6.4%	10.3%	3.1%
